S3 lipid droplet: qHTS Assay for Lipid Storage Modulators in Drosophila S3 Cells; lipid storage change, negative = inhibition, % at the top dose, mostly 46.1 µM; hits show Potency in µM; 0.64% of 320,000 active; Drosophila S3 cells, BODIPY lipid droplet fluorescence, 18-24 h; cells fed with added oleic acid; active = well fitted inhibition curve with a large enough effect in the signal ratio, with a control signal flat, not every such curve was filed as active; inconclusive = small, poorly fitted or top-dose-only effect, or effect the other way, or a change in a side signal; the % refers to the signal ratio
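Laser-scanning cytometry quantifies lipid droplet accumulation (500–530 nm total intensity; droplet/cell object ratio) in oleic acid-fed (400 uM added) Drosophila S3 cells treated with a concentration series. 20 uM Triacsin C defined 100% inhibition.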
S3 lipid droplet cell count max: recorded beside S3 lipid droplet, whose call it bears; cell number change, %; measured here: cell count max response;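 cells counted by Cell Tracker Red CMTPX staining in the red channel; peak over a dose series mostly up to 46.1 µM; percent activity relative to internal control wells on each plate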
* marks the source's active call; other numbers are inactive results; i = inactive; ? = inconclusive; / = not tested or not shown; [ ] = remark or other dose. % is set by controls: 0 for no effect and ±100 for the full control effect; potency is the fitted concentration of half-maximal effect. Only part of the results is shown; the hit share may differ from the screen's.

S3 lipid droplet,S3 lipid droplet cell count max,mol
15.4%,6.0,COc1ccc(CCN2CC(C(=O)N(C)Cc3c(C)n[nH]c3C)CCC2=O)cc1 (centres undefined)
20.3%,14.8,CCOc1ccc(CN2CCCC(N3CCN(c4ccc(OC)cc4)CC3)C2)cc1 (centres undefined)
?,/,c1ccc2c(c1)[nH]c1ccncc12
i,/,Cc1ccc(N2CC(C(=O)Nc3ccccn3)CC2=O)cc1 (centres undefined)
?,/,COc1ccc(NC(=O)c2cc(C3CC3)nc3c2cnn3C(C)C)cc1OC
i,/,CC1Cc2ccccc2N1C(=O)c1ccnc(C(C)(C)C)c1 (centres undefined)
?,/,COc1ccc(-c2nc3ccncc3[nH]2)cc1OC
i,1.5,CC1CCCC(C)N1CCCNC(=O)c1ccc2c(c1)NC(=O)c1ccccc1S2 (centres undefined)
19.6%,2.6,CCC(C)NC(=O)C1CN(S(=O)(=O)c2ccccc2)CCN1S(=O)(=O)c1ccccc1 (centres undefined)
i,/,O=C(Nc1cccc(Cl)c1)c1csc(-c2ccccc2)n1
-6.8%,-8.0,Cc1c(C(=O)N2CCC(C)CC2)sc2ncnc(N(C)c3ccccc3)c12
?,/,COc1ccc(CNC(=O)c2ccccc2C(=O)O)cc1
?,/,Cc1cc(/C=C\c2ccc3cc(N(C)C)ccc3[n+]2C)c(C)n1-c1ccccc1
?,/,Cc1ccc(C(CC(=O)O)NC(=O)CN2C(=O)c3ccccc3C2=O)cc1 (centres undefined)
?,/,COc1ccc(C(=O)NC(C(=O)NCc2ccccn2)C(C)C)cc1 (centres undefined)
?,/,O=C(COc1ccc(Cl)cc1)N(Cc1ccccc1)c1ccccn1
7.8%,16.9,CCCCCCSc1nc(O)c(C2OC(=O)c3c2ccc(OC)c3OC)c(=O)n1-c1ccccc1 (centres undefined)
?,/,OCC1(Cc2ccc(Cl)cc2)CCN(Cc2ccccc2F)CC1
?,/,Cc1nnc(SCC(=O)Nc2c(C)n(C)n(-c3ccccc3)c2=O)n1Cc1ccccc1
?,/,Cc1cnc(C(=O)OCC(=O)N(Cc2ccccc2)C(C)C)cn1
?,/,O=C(NC1CC1)c1cccc(Nc2ccc(-c3ccc4c(c3)OCCO4)nn2)c1
0.2%,4.0,COCCCN1CC(=O)N2C(c3cccc(OC)c3)c3[nH]c4ccccc4c3C[C@H]2C1=O (some centres undefined)
?,/,COc1cccc(-n2c(=S)sc3c(=O)n(-c4ccccc4C)c(SCC(=O)O)nc32)c1
?,/,CCCCOc1ccc(C(=O)NCC(=O)NCC(c2ccco2)N2CCCCC2)cc1 (centres undefined)
?,/,COc1ccc(-c2cc3ccccc3n2CC(O)CN2CCOCC2)cc1 (centres undefined)
-22.6%,-2.2,CC(Sc1nnc(C(C)N(C)C)n1-c1ccc(Cl)cc1)C(=O)Nc1ccc2c(c1)OCO2 (centres undefined)
3.5%,-0.9,NS(=O)(=O)c1ccc(CCNC(=O)CSc2cccs2)cc1
?,/,Cc1ccc(S(=O)(=O)N2CCC[C@H]2C(=O)OCCN2C(=O)c3ccccc3C2=O)cc1
?,/,CCn1nc(NC(=O)c2cccs2)c2cc3ccccc3nc21
-4.0%,0.9,COc1ccc(-n2nc(N)c3c(=O)oc(N(C)C)nc32)cc1
?,/,C[C@H](O)c1[nH]c2cc(F)ccc2c1[C@H](C)O
?,/,CCOC(=O)Nc1nnc(-c2cccc(OC)c2)s1
?,/,Cc1ccccc1NC(=O)CSc1nnc(NC(=O)c2ccco2)s1
?,/,Cc1ccsc1C(=O)NCCc1ccc(S(N)(=O)=O)cc1
?,/,CCC(C)NC(=O)C1CCN(C(=O)COc2ccc3c4c(c(=O)oc3c2C)CCCC4)CC1 (centres undefined)
i,/,Cc1sc2nc(CSc3nc4ccccc4s3)[nH]c(=O)c2c1C
-9.1%,-8.2,Cc1cc2cc(CCNC(=O)CCCc3ccccc3)c(=O)[nH]c2cc1C
23.2%,8.4,CCCCNC(=O)C1(NC(=O)Nc2ccccc2)CCCCC1
?,/,COc1ccc(N2CC(NS(=O)(=O)c3cccs3)CC2=O)cc1OC (centres undefined)
i,/,Cc1ccccc1Oc1ccc(S(=O)(=O)NCCC(=O)O)cc1
?,/,O=C(NCCN1CCCC1=O)Nc1ccccc1
?,/,CC(=O)Nc1ccc(S(=O)(=O)N(Cc2ccco2)Cc2cc3ccccc3[nH]c2=O)cc1
?,/,C=C(C)n1c(=O)n(Cc2ccccc2C)c2ccccc21
-3.8%,-1.9,COC(=O)c1ccc(C(=O)OC)c(NC(=S)N2CCN(c3ccccc3)CC2)c1
?,/,Nc1n[nH]c(C(F)(F)F)c1-c1ccccc1
-4.6%,6.2,CCOc1ccc(N(CC(=O)NCc2ccc(OC)cc2)S(C)(=O)=O)cc1
?,/,Cc1nnc(N/N=C/c2ccc(Br)cc2)n1N
?,/,CC(C#N)(NC(=O)CN1CCN(S(=O)(=O)c2cc(C(F)(F)F)ccc2Cl)CC1)C1CC1 (centres undefined)
-6.7%,-6.6,COc1ccc(-c2noc(-c3cccnc3)n2)cc1OC
?,/,COc1ccc(NC(=O)/C(C#N)=C/c2ccc(-c3ccccc3C(=O)O)o2)cc1
?,/,COc1ccccc1N1CCN(C(c2ccc(F)cc2)c2nnnn2C(C)C)CC1 (centres undefined)
?,/,O=C(CSc1nnc2scc(-c3ccccc3)n12)Nc1nsc(-c2ccccc2)n1
i,-13.1,COc1ccc(CNC(=O)C2CCN(S(=O)(=O)N3CCCC3)CC2)c(OC)c1
?,/,Cc1ncc(CO)c(/C=N/NC(=S)Nc2cccc(Cl)c2)c1O
?,/,O=C1CCC([N+](=O)[O-])C(c2cccc([N+](=O)[O-])c2)N1 (centres undefined)
3.3%,1.9,CN(Cc1ccco1)C(=O)Cn1cc(S(=O)(=O)N2CCCC2)c(S(=O)(=O)N2CCCC2)c1
i,-18.6,O=C1CC(N(C(=O)c2ccco2)c2cccc(Cl)c2)C(=O)N1c1cccc(Cl)c1 (centres undefined)
6.7%,-13.7,COc1ccc(NC(=O)Cc2ccccc2F)cc1S(=O)(=O)N1CCCCC1
?,/,CC(=O)Oc1ccc(NC(=O)Cc2ccccc2)cc1
-13.9%,-16.6,CC1(C)CC(NC(=S)NC2CC2)CC(C)(C)N1

Next part:
S3 lipid droplet,S3 lipid droplet cell count max,mol
i[0.0737 µM],/,O=C(NCCCN1CCOCC1)c1ccc(S(=O)(=O)Nc2ccccc2)cc1
?,/,CSCCC(NS(=O)(=O)c1ccc(Cl)cc1)C(=O)O (centres undefined)
i,-1.3,CCc1ccccc1OCc1nc2ccc(S(=O)(=O)N3CCOCC3)cc2[nH]1
-5.9%,2.5,Cc1ccc(NC(=O)CSCC(=O)O)cc1
?,/,Cc1ccccc1-c1nc(CS(=O)(=O)CC(=O)NCc2ccc3c(c2)OCO3)c(C)o1
?,/,CC(C)c1ccc([N+](=O)[O-])cc1S(=O)(=O)N1CCN(C)CC1
i,-2.7,CCc1cccc(NC(=O)C2CCCN(S(=O)(=O)c3cnc[nH]3)C2)c1 (centres undefined)
?,/,COc1ccccc1NC(=O)CCC(=O)Nc1nnc(C2CCCCC2)s1
12.6%,-0.2,OC(CNCc1ccccc1)COc1ccccc1 (centres undefined)
?,/,CCc1ccccc1Oc1coc2cc(O)ccc2c1=O
2.0%,-0.1,COCc1ccc([C@@H]2C[C@H]3CN(Cc4cccnc4)C(=O)[C@]34CCCN24)o1
-6.6%,4.5,C=CCNCCOc1ccc(C)cc1[N+](=O)[O-]
?,/,CCn1cc([N+](=O)[O-])c(C(=O)N2N=C(c3ccc(Cl)c(Cl)c3)CC2c2ccccc2O)n1 (centres undefined)
?,/,CCc1nc(SCC(=O)c2cc(C)ccc2C)n[nH]1
?,/,CCc1ccc(C(=O)CSc2nnc(C3CC3)n2C2CC2)cc1
26.8%,18.1,N#Cc1cnn2c1nc(N1CCOCC1)c1ccccc12
i,1.7,COc1ccc(Nc2ccccc2NC(=O)c2ccccc2Br)cc1
?,/,O=C(Oc1ccccc1/C=C\C(=O)c1cc2ccccc2o1)c1cccc(F)c1
-9.4%,4.2,Cc1cccc(N2CC(C(=O)Nc3nnc(SCC(=O)NCC4CCCO4)s3)CC2=O)c1 (centres undefined)
?,/,O=C1C=C(c2ccc3ccccc3c2)C[C@@H](c2ccc(Cl)cc2)C1
-12.2%[9.22 µM],7.8,O=C(NCc1cccs1)C1CCN(S(=O)(=O)c2ccc(Cl)cc2)CC1
?,/,O=C1CC(c2ccccc2Cl)CC(O)=C1C=Nc1ccccc1 (centres undefined)
i,/,CN(C)C(CNc1ncnc2sccc12)c1cccs1 (centres undefined)
?,/,COc1cc2c(cc1OC)CN(C(=O)/C=C/c1cccc([N+](=O)[O-])c1)CC2
?,/,CC(C)CNC(=O)c1ccccc1-c1ccccc1C(=O)O
8.8%,14.1,Cc1ccc(NC(=O)c2ccccc2N(C)S(=O)(=O)c2ccccc2)c(C)c1
-1.7%,-10.6,COc1ccc(C2=NNC(=Nc3cc(S(=O)(=O)N(C)C)ccc3C)SC2)c(OC)c1
-4.7%,2.1,O=C1CCCCC(=O)N(c2ccccc2)c2ccccc21
-24.9%,-16.3,O=C(NCCS(=O)(=O)NC1CCCCC1)c1ccc2c(c1)OCO2
26.8%,8.4,CC1(C(=O)O)COC(c2ccc(Cl)cc2)OC1 (centres undefined)

By substructure, the compounds so far with a CF3 group
S3 lipid droplet,S3 lipid droplet cell count max,mol
?,/,Nc1n[nH]c(C(F)(F)F)c1-c1ccccc1
?,/,CC(C#N)(NC(=O)CN1CCN(S(=O)(=O)c2cc(C(F)(F)F)ccc2Cl)CC1)C1CC1 (centres undefined)

Some of the entries so far, with two lines to a compound:
Values run as follows: S3 lipid droplet, S3 lipid droplet cell count max
> O=C1CC(c2ccccc2Cl)CC(O)=C1C=Nc1ccccc1 (centres undefined)
→ ?, /
> CN(C)C(CNc1ncnc2sccc12)c1cccs1 (centres undefined)
→ i, /
> COc1cc2c(cc1OC)CN(C(=O)/C=C/c1cccc([N+](=O)[O-])c1)CC2
→ ?, /
> CC(C)CNC(=O)c1ccccc1-c1ccccc1C(=O)O
→ ?, /
> Cc1ccc(NC(=O)c2ccccc2N(C)S(=O)(=O)c2ccccc2)c(C)c1
→ 8.8%, 14.1
> COc1ccc(C2=NNC(=Nc3cc(S(=O)(=O)N(C)C)ccc3C)SC2)c(OC)c1
→ -1.7%, -10.6
> O=C1CCCCC(=O)N(c2ccccc2)c2ccccc21
→ -4.7%, 2.1

(next part)
S3 lipid droplet,S3 lipid droplet cell count max,mol
i,17.9,CCc1ccc(CN2CC(C(=O)O)CC2=O)cc1 (centres undefined)
?,/,CC(C)(C)NC(=O)C(c1ccncc1)N(C(=O)Cn1nnc(-c2cccs2)n1)C1CCCCC1 (centres undefined)
?,/,CC(=O)C1C(c2ccc(OC(F)F)cc2)NC(=O)NC1(O)C(F)(F)F (centres undefined)
-0.2%,2.0,CC(C)c1nccn1S(=O)(=O)c1cc([N+](=O)[O-])ccc1Cl
-2.5%,20.9,COc1cc(CCC(=O)Nc2ccncc2Cl)cc(OC)c1OC
?,/,CC(=O)c1ccc(NC(=S)N(Cc2ccccc2)C(C)C2CC2)cc1 (centres undefined)
3.2%,3.9,O=C(NCc1ccccn1)c1cn(-c2ccccc2)nc1-c1ccc(Cl)cc1
i,-14.4,COc1ccc(N(CC(=O)NCCc2cccc(C)c2)S(=O)(=O)c2c(C)noc2C)cc1
?,/,O=C(CCc1ccccc1)NNC(=O)Nc1ccc(Br)cc1
?,/,O=C1N/C(=C\c2ccc(O)cc2)C(O)=C1C=NCc1ccccc1
-4.0%,14.0,COc1ccc(Nc2ncnc3sccc23)c(OC)c1
?,/,O=C(COC(=O)c1cncc(Br)c1)NC1CCCCCC1
12.1%,-9.8,O=C(NCC1CCCO1)c1cccc(NC(=O)c2cccs2)c1 (centres undefined)
?,/,Cc1c(Cl)c(C(F)F)nn1CC(=O)NC1C(=O)N2C(C(=O)O)=C(CSc3nnnn3C)CSC12 (centres undefined)
-2.1%[0.0737 µM],-14.1,COc1ccc(N2CCN(C(=O)c3ccc(S(=O)(=O)N4CCCCCC4)cc3)CC2)cc1
8.0%,-0.8,C=CCNC(=S)N1CCN(c2ccccc2Cl)CC1
i,/,CCOc1ccc(S(=O)(=O)Nc2cccc(C(=O)N(C)Cc3cccc(OC)c3OC)c2)cc1
-1.5%,-4.5,CCOc1ccc(N2C(=O)CC(N(CCc3ccc(OC)cc3)C(=O)c3cccc(F)c3)C2=O)cc1 (centres undefined)
4.7%,-6.2,O=C(O)c1ccc(N/N=C/c2c[nH]c3ccccc23)cc1
i,/,Cc1ccc(C(=O)NNC(=O)c2ccc(C)cc2)cc1
7.0%,12.6,N=C1C(c2ccccc2)=C(O)CN1NC(=O)c1ccccc1
1.0%,11.2,O=C(CNC(=O)OCc1ccccc1)Nc1ccc(F)cc1
?,/,COc1ccc(C(=O)NC(C)CCc2ccccc2)c(O)c1 (centres undefined)
?,/,CCN(CC)S(=O)(=O)c1ccc(C(=O)NCCN2C(=O)S/C(=C\c3cccnc3)C2=O)cc1
?,/,COc1cc(OC)cc(C(=O)N2CCN(c3ncccn3)CC2)c1
8.6%,15.8,Cc1ccc(NS(=O)(=O)c2cc(C(=O)Nc3cccc([N+](=O)[O-])c3)ccc2C)cc1
0.4%,-5.2,C[C@@H](CO)NC(=O)c1ccc2c3n(nc2c1)-c1ccc(Cl)cc1CO3

3 entries picked at random from the list so far:
S3 lipid droplet,S3 lipid droplet cell count max,mol
4.7%,-6.2,O=C(O)c1ccc(N/N=C/c2c[nH]c3ccccc23)cc1
0.4%,-5.2,C[C@@H](CO)NC(=O)c1ccc2c3n(nc2c1)-c1ccc(Cl)cc1CO3
12.1%,-9.8,O=C(NCC1CCCO1)c1cccc(NC(=O)c2cccs2)c1 (centres undefined)
